Screens deposited in PubChem BioAssay by several laboratories.
T cell modulator: T cell immune modulators affecting CD8 T cell-vesicle binding; calls only at 7 µM; 2C CD8+ T cell-vesicle binding, flow cytometry; active compounds read low; AID 2052; 330,000 compounds, 0.068% hits;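 active means response, share of CD8 T cells binding vesicles, and their 90th percentile fluorescence all below set limits, cut at about 80% in these data, passing the limit was not always enough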
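Material: murine 2C transgenic CD8+ T lymphocytes / Also added: QL9-peptide-loaded Drosophila micro-vesicles bearing Ld, ICAM-1 and B7-1 / Schedule: binding step 1.5 h, 37 °C, antibody labelling 20 min, ice / Signal: flow cytometry, PE anti-B7-1 (FL2) versus Alexa647 anti-CD8 (FL8), PFA-fixed / Evaluation: percent CD8+ FL2 mean versus row control / Benchmarks: naked versus QL9-loaded vesicles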
human PMI inhibition: inhibitors of human PMI, primary screen, biochemical, fluorescence intensity, coupled assay (AID 1209). 190,000 compounds, 0.42% hits. purified PMI enzyme, coupled fluorescence intensity; higher % means a stronger effect. one-dose inhibition, % at 20 µM; IC50 in µM for titrated hits;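 further: plate controls were DMSO vehicle for no effect and wells lacking substrate for full effect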
TNAP activation fold: human TNAP enzyme activators, primary screen, biochemical, luminescent, no phosphate acceptor, uHTS (AID 1001). purified TNAP, luminescent activation assay, no phosphate acceptor; higher activation fold means a stronger effect. 200,000 compounds, 0.03% hits. activation fold at 20 µM, or EC50 in µM where a hit was titrated; in the data active means activation fold from about 3, or a potency from the dose series; inactive means the rest, 99 in 100 with activation fold below about 1.6; further: many of its hits are not listed in these tables
M17LAP inhibition: P. falciparum M17LAP inhibitors, primary screen, biochemical, fluorogenic H-Leu-NHMec substrate, 1536-well (AID 1619). inhibition, % at 30 µM, or IC50 in µM where a hit was titrated. recombinant M17LAP, H-Leu-NHMec fluorogenic kinetic assay; higher % means a stronger effect. 220,000 compounds, 0.38% hits;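 active means compound inhibiting the enzyme by more than half at any dose during confirmatory dose-response retesting; inconclusive means strong single-dose inhibitors picked by rank but not retested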;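 further: plate controls were full reaction with DMSO carrier for no effect and no enzyme background for full effect; strong numbers were not always called active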
RSV antiviral HEp-2: inhibition of RSV-induced cytopathic effect – HEp-2 cells, primary 10 µM value included (AID 2391); HEp-2 cells, RSV-induced CPE inhibition; higher % means a stronger effect; CPE inhibition, % at 10 µM; hits with a dose series show IC50 in µM; 310,000 compounds, 0.13% hits; in the data active means a potency from the dose series; inconclusive means CPE inhibition mostly from about 23% at the one dose, without a potency; inactive means the rest, 99 in 100 with CPE inhibition below about 21%; further: strong numbers were not always called active
UTI89 phage lysis: protection from phage-mediated lysis, alamar blue read-out – E. coli UTI89, K1F phage, bacterial capsule biogenesis inhibitors (AID 488966). E. coli UTI89 K1F phage lysis, alamar blue, 2 h; higher % means a stronger effect. one-dose inhibition, % at 100 µM; IC50 in µM for titrated hits. 340,000 compounds, 0.02% hits;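 active means phage lysis inhibition, versus mean bacterial control, above a set limit; inconclusive means no clear call, values can overlap the other calls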;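 further: capsule biogenesis inhibitors block K1F phage lysis so surviving cells raise fluorescence; higher fluorescence means more inhibition of phage lysis; actives were called in the ten point dose series up to 300 µM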
PMI inhibition: human PMI inhibitors, high substrate, primary screen, biochemical, fluorescence intensity, high mannose 6-phosphate (AID 1220) | recombinant PMI enzyme, coupled fluorescence intensity; higher % means a stronger effect | inhibition, % at 20 µM, or IC50 in µM where a hit was titrated | 190,000 compounds, 0.66% hits
M1AAP inhibition: malaria alanyl aminopeptidase activity blockers – biochemical, fluorogenic H-Leu-NHMec substrate, 1536-well (AID 1445) | one-dose inhibition, % at 30 µM; IC50 in µM for titrated hits | recombinant M1AAP, H-Leu-NHMec fluorogenic kinetic assay; higher % means a stronger effect | 220,000 compounds, 0.42% hits;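 active means primary inhibition above the hit cutoff, then over 50% inhibition at one or more dose response concentrations, cut at about 23% in these data, passing the limit was not always enough; inconclusive means conflicting primary data, or primary hits not chosen for dose response; inactive means low primary inhibition, or under 50% at every dose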;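 further: plate controls were DMSO full reaction for no effect and no enzyme background for full effect; strong numbers were not always called active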
West Nile virus CPE: inhibition of WNV-induced cytopathic effect – cell-based, CPE readout (AID 1621); West Nile virus-infected cells, CPE inhibition; higher % means a stronger effect; CPE inhibition, % at 10 µM; hits with a dose series show IC50 in µM; 290,000 compounds, 0.02% hits; in the data active means a potency from the dose series; inconclusive means CPE inhibition mostly from about 3.7% at the one dose, without a potency; inactive means the rest, 99 in 100 with CPE inhibition below about 2.2%; further: strong numbers were not always called active
T cell modulator vesicle-bound %: also measured in T cell modulator; calls as there; double positive events, %; measured here: CD8+ vesicle-bound cell fraction;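 binding gate set so that unloaded-vesicle control wells show 10% double positive cells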
An asterisk follows results filed as active; [ ] = another dose, or the depositor's remark. Unless noted, no stated cut-off is given here; in the data, active means inhibition above about 50%; inactive means the rest.

For O=Cc1c(NCCN2CCOCC2)c2ccccc2[nH]c1=O the results were T cell modulator inactive, RSV antiviral HEp-2 1.2%, UTI89 phage lysis 0.0%, West Nile virus CPE 0.3% and T cell modulator vesicle-bound % 64.
CCn1c(SCC(=O)Nc2ccc3[nH]c(=O)[nH]c3c2)nnc1-c1ccccc1 was read as T cell modulator inactive, M17LAP inhibition -1%, RSV antiviral HEp-2 -2.0%, UTI89 phage lysis 0.4%, M1AAP inhibition 2%, West Nile virus CPE 0.1% and T cell modulator vesicle-bound % 23.
Cc1cccc(NC(=O)CSc2nc(C)c(Cc3ccccc3)c(=O)[nH]2)c1C was read as T cell modulator inactive, human PMI inhibition -6%, TNAP activation fold 1, M17LAP inhibition -4%, RSV antiviral HEp-2 1.8%, PMI inhibition -7%, M1AAP inhibition -1%, West Nile virus CPE -0.3% and T cell modulator vesicle-bound % 47.
For CCOC(=O)c1cc(NC(=O)N(C(C)C)C2CCCCC2)c(C)nc1C the results were T cell modulator inactive, RSV antiviral HEp-2 0.9%, UTI89 phage lysis 0.5%, West Nile virus CPE -0.7% and T cell modulator vesicle-bound % 64.
For CCN(CC)CCCNC(=O)c1cc(Cl)c(NC(=O)C2=C(C)OCCS2)cc1OC the results were T cell modulator inactive, RSV antiviral HEp-2 -0.1%, UTI89 phage lysis 0.1%, West Nile virus CPE -0.4% and T cell modulator vesicle-bound % 33.
For COC(=O)c1ccc(NC(=O)CN(c2ccc3c(c2)OCO3)S(C)(=O)=O)cc1 the results were T cell modulator inactive, human PMI inhibition 10%, TNAP activation fold 1.1, M17LAP inhibition -1%, RSV antiviral HEp-2 3.0%, UTI89 phage lysis 5.2%, PMI inhibition -3%, M1AAP inhibition 3%, West Nile virus CPE -0.2% and T cell modulator vesicle-bound % 35.
`COc1cc(/C=C/C(=O)O)cc(S(=O)(=O)Nc2ccc3c(c2)OCO3)c1OC` gave T cell modulator inactive, human PMI inhibition -4%, TNAP activation fold 1.1, M17LAP inhibition 7%, RSV antiviral HEp-2 -0.2%, UTI89 phage lysis 0.2%, PMI inhibition 18%, M1AAP inhibition 10%, West Nile virus CPE 0.1% and T cell modulator vesicle-bound % 32.
Screening N=C1C(=O)OCC1c1ccccc1NC(=O)c1ccc(F)cc1 (stereo not drawn) returned T cell modulator inactive, human PMI inhibition -4%, TNAP activation fold 1.2, M17LAP inhibition 7%, RSV antiviral HEp-2 1.6%, UTI89 phage lysis 2.1%[50 µM], PMI inhibition -7%, M1AAP inhibition 0%, West Nile virus CPE -0.2% and T cell modulator vesicle-bound % 35.
CN1CCN(CC(=O)Nc2ccc(Cl)cc2Cl)CC1 was read as T cell modulator inactive, human PMI inhibition 6%, TNAP activation fold 1.1, M17LAP inhibition 0%, RSV antiviral HEp-2 -2.3%, UTI89 phage lysis 0.0%, PMI inhibition 6%, M1AAP inhibition -2%, West Nile virus CPE 0.0% and T cell modulator vesicle-bound % 52.
`O=C(Nc1cccc([N+](=O)[O-])c1)C1CC(=O)N(C2CCCCC2)C1` (stereo not drawn) gave T cell modulator inactive, human PMI inhibition -5%, TNAP activation fold 1.1, RSV antiviral HEp-2 2.4%, UTI89 phage lysis -1.5%, PMI inhibition -4%, West Nile virus CPE -0.8% and T cell modulator vesicle-bound % 52.
Screening O=C(/C=C/c1ccccc1Cl)c1ccccc(=O)c1O returned T cell modulator inactive, human PMI inhibition -31%, TNAP activation fold 0.9, M17LAP inhibition 23%, RSV antiviral HEp-2 -1.7%, UTI89 phage lysis 1.0%[50 µM], PMI inhibition -47%, M1AAP inhibition 12%, West Nile virus CPE inconclusive and T cell modulator vesicle-bound % 46.
For CSc1ccccc1C(=O)NC1CCCN(Cc2ccccc2F)C1 (stereo not drawn) the results were T cell modulator inactive, RSV antiviral HEp-2 0.6%, UTI89 phage lysis -2.5%, West Nile virus CPE -0.7% and T cell modulator vesicle-bound % 59.

2 consecutive entries from above:
`O=C(Nc1cccc([N+](=O)[O-])c1)C1CC(=O)N(C2CCCCC2)C1` (stereo not drawn) gave T cell modulator inactive, human PMI inhibition -5%, TNAP activation fold 1.1, RSV antiviral HEp-2 2.4%, UTI89 phage lysis -1.5%, PMI inhibition -4%, West Nile virus CPE -0.8% and T cell modulator vesicle-bound % 52.
Screening O=C(/C=C/c1ccccc1Cl)c1ccccc(=O)c1O returned T cell modulator inactive, human PMI inhibition -31%, TNAP activation fold 0.9, M17LAP inhibition 23%, RSV antiviral HEp-2 -1.7%, UTI89 phage lysis 1.0%[50 µM], PMI inhibition -47%, M1AAP inhibition 12%, West Nile virus CPE inconclusive and T cell modulator vesicle-bound % 46.

(listing goes on)
O=C(CN1C(=O)NC2(CCCc3ccccc32)C1=O)NCc1ccc(Cl)cc1Cl (stereo not drawn) was read as T cell modulator inactive, RSV antiviral HEp-2 4.2%, UTI89 phage lysis 0.1%, West Nile virus CPE -0.6% and T cell modulator vesicle-bound % 44.
For CCOc1ccc(C(=O)CCC(=O)Nc2ccccc2C)cc1 the results were T cell modulator inactive, RSV antiviral HEp-2 2.6%, UTI89 phage lysis 0.1%, West Nile virus CPE -0.7% and T cell modulator vesicle-bound % 57.
Screening CC(C(=O)N(C)Cc1ccccc1)N1CCN(C/C=C/c2ccccc2)CC1 (stereo not drawn) returned T cell modulator inactive, M17LAP inhibition -6%, RSV antiviral HEp-2 0.2%, UTI89 phage lysis -0.1%, M1AAP inhibition 1%, West Nile virus CPE -0.2% and T cell modulator vesicle-bound % 29.
For Cc1ccc(Nc2c(F)c(F)c(F)c(F)c2C(=O)O)cc1 the results were T cell modulator inactive, human PMI inhibition -24%, TNAP activation fold 1.1, M17LAP inhibition -97%, RSV antiviral HEp-2 -1.1%, UTI89 phage lysis 0.5%, PMI inhibition -16%, M1AAP inhibition 5%, West Nile virus CPE 1.3% and T cell modulator vesicle-bound % 34.
Screening O=C(O)c1cccc(Nc2ncnc3sccc23)c1 returned T cell modulator inactive, human PMI inhibition -29%, TNAP activation fold 1.1, M17LAP inhibition 23%, RSV antiviral HEp-2 -1.1%, PMI inhibition -10%, M1AAP inhibition 0%, West Nile virus CPE 0.0% and T cell modulator vesicle-bound % 44.
Screening CC(C)(C)c1ccc2c(c1)OC(C(=O)N/N=C\c1ccccn1)CO2 (stereo not drawn) returned T cell modulator inactive, human PMI inhibition -4%, TNAP activation fold 1.2, M17LAP inhibition 6%, RSV antiviral HEp-2 2.1%, UTI89 phage lysis 1.3%[50 µM], PMI inhibition -5%, M1AAP inhibition -13%, West Nile virus CPE 0.3% and T cell modulator vesicle-bound % 49.
Screening CC1CN(S(=O)(=O)c2ccc(NC(=O)CCCN3C(=O)c4ccccc4C3=O)cc2)CC(C)O1 (stereo not drawn) returned T cell modulator inactive, human PMI inhibition 17%, TNAP activation fold 1.1, M17LAP inhibition -1%, RSV antiviral HEp-2 0.8%, UTI89 phage lysis 1.2%, PMI inhibition 11%, M1AAP inhibition 3%, West Nile virus CPE 0.0% and T cell modulator vesicle-bound % 32.
Screening COCC(=O)Nc1ccc(N(C)C)cc1 returned T cell modulator inactive, human PMI inhibition 1%, TNAP activation fold 1.1, M17LAP inhibition -4%, RSV antiviral HEp-2 0.6%, UTI89 phage lysis 0.5%, PMI inhibition 1%, M1AAP inhibition 10%, West Nile virus CPE -0.2% and T cell modulator vesicle-bound % 28.
`Cc1cccc(N(CC(=O)NCCSCc2ccco2)S(=O)(=O)c2ccccc2)c1` gave T cell modulator inactive, human PMI inhibition 11%, TNAP activation fold 1.1, M17LAP inhibition 1%, RSV antiviral HEp-2 0.1%, UTI89 phage lysis 0.9%, PMI inhibition 8%, M1AAP inhibition 9%, West Nile virus CPE -0.2% and T cell modulator vesicle-bound % 34.
COc1ccc(C)cc1NC(=O)c1sc2ncnc(N3CCN(c4ccccn4)CC3)c2c1C was read as T cell modulator inactive, RSV antiviral HEp-2 2.4%, UTI89 phage lysis 0.2%, West Nile virus CPE -0.4% and T cell modulator vesicle-bound % 39.
`O=C(Nc1ccc(N2CCCC2)c(Cl)c1)c1cccs1` gave T cell modulator inactive, human PMI inhibition 11%, TNAP activation fold 1.1, M17LAP inhibition 7%, RSV antiviral HEp-2 8.0%, UTI89 phage lysis 0.3%, PMI inhibition 13%, M1AAP inhibition 3%, West Nile virus CPE -0.3% and T cell modulator vesicle-bound % 50.
Screening O=C(Nc1ccc(Cl)cc1F)c1ccccc1Br returned T cell modulator inactive, human PMI inhibition -13%, TNAP activation fold 1.1, M17LAP inhibition -4%, RSV antiviral HEp-2 2.0%, UTI89 phage lysis 4.6%, PMI inhibition -11%, M1AAP inhibition 4%, West Nile virus CPE -1.6% and T cell modulator vesicle-bound % 43.
COc1ccccc1C(=O)N1CCc2ccccc21 was read as T cell modulator inactive, human PMI inhibition 2%, TNAP activation fold 1.1, M17LAP inhibition 9%, RSV antiviral HEp-2 0.3%, UTI89 phage lysis 5.6%, PMI inhibition 2%, M1AAP inhibition 4%, West Nile virus CPE -0.6% and T cell modulator vesicle-bound % 12.
`O=C(CSc1cccc[n+]1[O-])c1cc(Cl)ccc1Cl` gave T cell modulator inactive, human PMI inhibition -2%, TNAP activation fold 1.1, M17LAP inhibition 4%, RSV antiviral HEp-2 3.7%, UTI89 phage lysis -1.1%, PMI inhibition -6%, M1AAP inhibition 2%, West Nile virus CPE -1.4% and T cell modulator vesicle-bound % 6.
Screening COc1cccc(CNC(=O)c2nnn(CC(=O)Nc3c(C)cccc3C)c2N)c1 returned T cell modulator inactive, RSV antiviral HEp-2 2.5%, UTI89 phage lysis 0.2%, West Nile virus CPE -0.4% and T cell modulator vesicle-bound % 18.
NS(=O)(=O)OCCCCCc1ccccc1 was read as T cell modulator inactive, RSV antiviral HEp-2 0.7%, UTI89 phage lysis -5.5%, West Nile virus CPE -0.3% and T cell modulator vesicle-bound % 34.
`O=C(c1n[nH]c2c1CCC2)N1CCCC(Nc2cccc(F)c2)C1` (stereo not drawn) gave T cell modulator inactive, RSV antiviral HEp-2 0.0%, UTI89 phage lysis -1.0%[50 µM], West Nile virus CPE -0.8% and T cell modulator vesicle-bound % 1.
`Cn1c(=O)c2c(nc3n2CC(CO)O3)n(C)c1=O` (stereo not drawn) gave T cell modulator inactive, RSV antiviral HEp-2 0.7%, UTI89 phage lysis -0.7%, West Nile virus CPE 0.3% and T cell modulator vesicle-bound % 24.
